Compound activity as filed in PubChem.
KDM5B inhibitor: blocks human KDM5B histone demethylase activity; Q9UGL1; KDM5B demethylase, FDH-coupled NADH fluorescence (FDH is formaldehyde dehydrogenase); Potency, µM (doses to about 57.7 µM), for the others: at the top dose activity change, negative = inhibition, most hits filed as inhibitors; 220,000 compounds, 2.6% hits; AID 1347165; active = well fitted inhibition curve with a large enough effect; inconclusive = small, poorly fitted or top-dose-only effect; inactive = no such curve, though single readings can be large or run the other way; note: 0% is about no effect; nearly all actives have a fitted effect of over 70% in size
Target sequence (Q9UGL1 whole entry, looked up): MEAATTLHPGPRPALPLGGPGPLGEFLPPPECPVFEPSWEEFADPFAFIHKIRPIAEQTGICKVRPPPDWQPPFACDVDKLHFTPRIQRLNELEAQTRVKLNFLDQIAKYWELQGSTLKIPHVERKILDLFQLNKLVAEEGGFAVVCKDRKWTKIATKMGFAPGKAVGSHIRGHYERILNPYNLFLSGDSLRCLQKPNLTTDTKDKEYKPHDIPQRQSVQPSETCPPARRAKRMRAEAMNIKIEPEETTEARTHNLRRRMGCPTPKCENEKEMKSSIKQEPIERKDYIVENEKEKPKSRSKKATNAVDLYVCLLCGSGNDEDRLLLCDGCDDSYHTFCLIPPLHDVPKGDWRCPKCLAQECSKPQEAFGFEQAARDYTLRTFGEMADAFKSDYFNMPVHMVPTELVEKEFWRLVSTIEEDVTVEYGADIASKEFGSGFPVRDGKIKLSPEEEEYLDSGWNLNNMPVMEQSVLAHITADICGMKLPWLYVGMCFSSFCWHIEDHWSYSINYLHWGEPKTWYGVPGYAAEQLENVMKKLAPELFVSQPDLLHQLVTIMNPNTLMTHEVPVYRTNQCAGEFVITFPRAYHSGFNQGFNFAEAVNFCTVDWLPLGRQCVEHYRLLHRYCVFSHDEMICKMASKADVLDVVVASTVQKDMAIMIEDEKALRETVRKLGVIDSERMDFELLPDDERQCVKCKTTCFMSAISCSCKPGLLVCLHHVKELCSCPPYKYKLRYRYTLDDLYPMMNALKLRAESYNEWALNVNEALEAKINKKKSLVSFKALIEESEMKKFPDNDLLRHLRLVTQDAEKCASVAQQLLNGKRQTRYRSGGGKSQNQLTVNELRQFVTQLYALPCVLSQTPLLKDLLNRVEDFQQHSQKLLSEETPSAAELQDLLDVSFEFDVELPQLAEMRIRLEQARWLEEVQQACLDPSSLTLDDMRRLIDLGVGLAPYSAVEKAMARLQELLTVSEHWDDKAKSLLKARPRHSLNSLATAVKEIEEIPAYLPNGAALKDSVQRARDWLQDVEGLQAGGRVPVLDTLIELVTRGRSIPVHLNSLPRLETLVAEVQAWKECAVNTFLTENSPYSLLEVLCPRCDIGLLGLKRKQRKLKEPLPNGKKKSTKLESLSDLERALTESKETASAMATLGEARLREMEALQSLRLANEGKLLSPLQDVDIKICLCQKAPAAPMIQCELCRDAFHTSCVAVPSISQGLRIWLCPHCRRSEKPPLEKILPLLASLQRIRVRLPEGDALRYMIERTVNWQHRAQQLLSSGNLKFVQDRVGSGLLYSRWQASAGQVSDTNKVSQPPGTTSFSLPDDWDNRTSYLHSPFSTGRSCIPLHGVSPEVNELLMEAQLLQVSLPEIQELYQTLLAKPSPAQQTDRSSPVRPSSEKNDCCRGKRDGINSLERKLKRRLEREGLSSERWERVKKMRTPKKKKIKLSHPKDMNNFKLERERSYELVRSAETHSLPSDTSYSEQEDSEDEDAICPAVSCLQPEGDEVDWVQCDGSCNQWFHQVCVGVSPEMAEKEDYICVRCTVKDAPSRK
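KDM5BΔAP (200 nM final) in 50 mM HEPES pH 7.5, 0.01% Tween-20 was preincubated 10 min at RT with compound over a concentration range. Substrate mix (H3K4me3 12.5 µM, α-KG 25 µM, Fe²⁺, ascorbate, NAD⁺, FDH) was added, and NADH fluorescence change over 30 min gave dose-response curves.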
* marks the source's active call; other numbers are inactive results; ? = inconclusive; & = joins results of further samples; [ ] = dose if it differs, or a comment. Potency is the fitted concentration of half-maximal effect. Some of the compounds tested; the hit share may differ from the screen's.

SMILES | KDM5B inhibitor
CC(C)CCN1C(=O)CC[C@]2(C(=O)N3CCN(C(C)C)CC3)CCCC[C@@H]12 | -4%
CC(C)n1c(C2CCN(C(=O)Cc3c[nH]c4ccccc34)CC2)nn(C)c1=O | -3%
O=C(CC1Sc2ccc(C(F)(F)F)cc2NC1=O)Nc1ccc(OC(F)F)cc1 (stereo not given) | 6%
Cc1nc2cc(NC(=O)C3CCCCC3)ccc2o1 | -10%
CCC(=O)Nc1ccc(C)cc1-c1nnc(SCC(=O)Nc2cccc(Cl)c2Cl)[nH]c1=O | -7%
CC(c1ccc(F)cc1)N(C)CCC(=O)N1CCCCC1 (stereo not given) | 18%
CCC1CCc2c(sc(NC(=O)c3c(-c4ccccc4)noc3C)c2C(=O)OC)C1 (stereo not given) | -16%
O=C(CN1CCCC1=O)NC1CCN(Cc2ccccc2)CC1 | -9%
CCOC(=O)c1cc(NC(=O)c2ccc(C)cc2)c(=O)n2c1oc1ccc(Cl)cc12 | 2%
Cc1ccc(CNC(=O)c2nnn3c2COC(c2ccc(C)cc2)C3)cc1 (stereo not given) | 1%
CC(C)CN1C(=O)c2ccc(NC(=O)C3CC3)cc2C1=O | ?
COc1ccccc1NC(=O)COc1ccc(C(=O)NCC2CCCO2)cc1OC (stereo not given) | -9%
CC(=O)Nc1ccc(CN2CC3(Cc4ccccc4NC3=O)C2)cc1 | 6%[149 µM]
O=C(NCc1cccc(Cl)c1)C1CCCN(c2ncnc3nc[nH]c23)C1 (stereo not given) | -7%
Cc1noc(C)c1S(=O)(=O)N1CCC(C(=O)N2CCC(CCOc3ccc(F)cc3)C2)CC1 (stereo not given) | -24%
O=C(Nc1cccc(C(=O)N2CCN(c3ccc(F)cc3)CC2)c1)c1nsc2ccccc12 | -24%
COc1ccc(C(=O)NNC(=O)CSc2nnc(C(C)C)n2C)cc1 | 24%
CC(C)Cc1nc2sc3c(c2c(=O)n1N)CC(C)(C)OC3 | 24%
Cc1cc(C(=O)NCc2ccc3c(c2)OCO3)c(C)o1 | 10%
O=C(NCc1ccccc1)C1CCCN(c2cnc3ccccc3n2)C1 (stereo not given) | 0%
O=C1CCC2(CCN1CC1CC1)CCN(S(=O)(=O)c1cccnc1)CC2 | 12%
Cc1ccc(N2CC(c3nnc(Cc4ccccc4Cl)o3)CC2=O)cc1 (stereo not given) | -14%
CCOc1ccccc1NC(=O)C1CCCN(c2ncnc3onc(-c4ccc(F)cc4)c23)C1 (stereo not given) | 8%
CN(C)C(CNC(=O)c1cccs1)C1CC1 (stereo not given) | 17%
Cc1ccc(CNC(=O)NCC(=O)Nc2cccc(C(F)(F)F)c2)cc1 | 16%
SMILES | KDM5B inhibitor
CCCS(=O)(=O)NCCc1ccc(C(=O)O)cc1 | -4%
COc1cc(NC(=O)NCc2nnnn2-c2ccc(C)cc2)cc(OC)c1OC | -6%
O=C1c2oc3ccccc3c(=O)c2C(c2ccc(O)cc2)N1Cc1ccc2c(c1)OCO2 (stereo not given) | -8%
CC(=O)Nc1ccc(NC(=O)c2ccc(COc3ccc(Cl)cc3Cl)o2)cc1 | ?
CCOC(=O)N1CCN(C(=O)c2ccc3c(c2)N(Cc2cc(C)ccc2C)C(=O)c2ccccc2S3=O)CC1 (stereo not given) | -14%
COc1ccccc1NC(=O)C1CCN(c2cnccn2)CC1 | ?
Cc1cc(NC(=O)CSc2nc(=O)cc(N)n2-c2ccc(F)cc2)no1 | 8%
COc1ccc(CN2CCNc3cnc(Nc4cccnc4)cc3C2)cc1O | 35µM*
COc1ccc(-c2cc(N3CCC(NC(=O)c4ccccc4F)CC3)n[nH]2)cc1 | -28%
Cc1ccc(-c2nc(CSc3nc(C)c(CCO)c(=O)[nH]3)c(C)o2)cc1 | 31%
Cc1cccc(NC(=S)N/N=C/C2=CCC3CC2C3(C)C)c1C (stereo not given) | 12%
O=C1Nc2cnccc2C2(CCN([S+](=O)([O-])c3cccc(C(F)(F)F)c3)C2)O1 (stereo not given) | ?
Cc1[nH]n(-c2ccc(Cl)cc2)c(=O)c1N=Nc1cccnc1 | -16%
CCCN1Cc2cccc(C(=O)Nc3ccccc3F)c2C1=O | 7%
Cc1ccc(C(C)C)c(OCCN)c1 | 14%
Cc1ccc(C(=O)N2CCCCCCNC(=O)[C@@H]3C[C@@H](c4nc(C(C)C)no4)C[C@@H]32)s1 | -16%
COCCOC1CCN(C(=O)Cc2cccc(F)c2)CC1 | 5%
COc1ccc(NC(=O)c2cc(=O)c3ccccc3o2)cc1Cl | 22%
Cc1cc(C)cc(CCCCCCCCCCCC(=O)O)c1 | 14%
CC(C)Oc1ccc(C(CC(=O)O)NC(=O)c2ccc(Cl)cc2)cc1 (stereo not given) | 19%
Cn1c(=O)c2c(nc(CN(Cc3ccccc3)Cc3ccccc3)n2CC(N)=O)n(C)c1=O | 7%
CN(C(=O)Cn1nc(Cc2ccncc2)c2ccccc2c1=O)c1ccccc1F | 18%
COc1ccc(/C=N/NC(=O)c2c(C)nc3ccccn23)cc1[N+](=O)[O-] | 27%
CCCC1=C(C(=O)OCC)C(c2cccs2)n2ncnc2N1 (stereo not given) | 1%
O=CN1CCN(C(C(=O)O)c2cn(CCC(=O)O)c3cc(Br)ccc23)CC1 (stereo not given) | -18%

A second format for part of the listing above.
SMILES	KDM5B inhibitor
CN(C(=O)Cn1nc(Cc2ccncc2)c2ccccc2c1=O)c1ccccc1F	18%
COc1ccc(/C=N/NC(=O)c2c(C)nc3ccccn23)cc1[N+](=O)[O-]	27%

More records follow.
SMILES | KDM5B inhibitor
Cc1cc(C)c2c(=O)nc(SCc3ccccc3C)n(C3CC3)c2n1 | -14%
Cc1ccc(C2c3[nH]c4ccccc4c3CCN2C(=O)CSCc2ccc(F)cc2)cc1 (stereo not given) | -16%
Cc1ccc(SCc2cc(=O)[nH]c(N3CCOCC3)n2)cc1 | -18%
COCCN1C(=O)CC[C@]2(C(=O)N3CCN(CC(C)C)CC3)CCCC[C@@H]12 | -21%
O=C(NC1C[C@H]2CC[C@@H](C1)N2C(=O)Cc1ccsc1)c1ccc(F)cc1 (stereo not given in full) | -8%
COc1cccc(/C=C/c2nc(C#N)c(NC3CCCCC3)o2)c1 | ?
CCc1ccc(C(=O)N2CCC3(CC2)N(c2ccccc2)C(=O)CS3(=O)=O)cc1 | 1%
Cc1cc(C)c2c(=O)cc(C(=O)Nc3sc4c(c3C#N)CCCC4)oc2c1 | 9%&-9%
Cc1ccc2c(CN(C)CCOc3ccccc3)cc(=O)oc2c1 | 7%
Cc1nc(-c2cccc(N3CC(C(=O)NC4CCCCCC4)CC3=O)c2)no1 (stereo not given) | -14%
CC1(C)CC(NC(=O)CCc2ccccc2)CC(C)(C)N1 | 10%
Cc1cnc(C(=O)Oc2ccc(-c3ccccc3)cc2)cn1 | -14%
CCC1(O)CCC12CCN(C(=O)C1CCCC1)CC2 (stereo not given) | -9%
COc1ccc(S(=O)(=O)c2cn(CC(=O)Nc3ccccc3)c3ccc(Cl)cc3c2=O)cc1 | 5%
CN(CC1CCCCC1)C1CCc2ccccc21 (stereo not given) | 1%[86.2 µM]
CC(C)C(=O)N1CCCN(C)c2ccccc21 | -8%
COC[C@H]1C[C@@H](NS(=O)(=O)c2cccc(F)c2)[C@H](O)[C@@H]1O | 2%[86.2 µM]
O=C(CCC(=O)c1ccc(Cl)cc1)OC1CCCCC1=O (stereo not given) | 4%
CCNC(=O)NC(=O)COC(=O)c1cc(-c2ccco2)nc2ccccc12 | ?
Cc1ccc(CN2CC3(C2)NC(=O)c2ccccc2O3)cc1 | -3%[86.2 µM]
Cc1ccc(-n2nc(C)c([C@@H]3C=C[C@@H](NCc4ccc(F)cc4)C3)c2C)cc1Cl | ?
COc1ccc(CCc2nc3nccc(-c4cccnc4)n3n2)cc1 | -7%
CC(C)CC(NC(N)=O)C(=O)NCCc1ccc(C(F)(F)F)cc1 (stereo not given) | 3%
Cn1nc(C2CCN(C(=O)c3ccccc3)CC2)[nH]c1=O | 28%[86.2 µM]
CCCN(CCC)C(=O)C1CCCN(c2ncnc3onc(-c4ccc(F)cc4)c23)C1 (stereo not given) | 10%

An excerpt of these results, with the structure last:
| KDM5B inhibitor | SMILES |
| --- | --- |
| -14% | Cc1cnc(C(=O)Oc2ccc(-c3ccccc3)cc2)cn1 |
| -14% | Cc1nc(-c2cccc(N3CC(C(=O)NC4CCCCCC4)CC3=O)c2)no1 (stereo not given) |
| 1% | CCc1ccc(C(=O)N2CCC3(CC2)N(c2ccccc2)C(=O)CS3(=O)=O)cc1 |
| -3%[86.2 µM] | Cc1ccc(CN2CC3(C2)NC(=O)c2ccccc2O3)cc1 |

(listing goes on)
SMILES | KDM5B inhibitor
Cc1oc2cc(OC(=O)c3ccc4c(c3)OCO4)ccc2c(=O)c1-c1ccccc1 | 5%
Cc1ccc2occ(CC(=O)Nc3nnc(C(C)C)s3)c2c1 | 10%&21%
Cc1ccc(C)c(Cn2c(N3CCC(C(=O)N4CCCCC4)CC3)nc3ccccc32)c1 | -12%
CCc1nc2ccc(C(=O)NCCc3ccc(OC)c(OC)c3)cc2nc1CC | -5%
CC(NC(=O)c1cc(=O)[nH]c2ccccc12)c1ccncc1 (stereo not given) | -27%
Nc1c(N(Cc2ccco2)C(=O)COc2ccc3ccccc3c2)c(=O)[nH]c(=O)n1Cc1ccccc1 | -12%
CCCn1c(C(O)(c2nc3ccccc3n2CCC)C(F)(F)F)nc2ccccc21 | 18%
CCN(CC)CCNC(=O)C(C)c1nn(CC)c(=O)c2ccccc12 (stereo not given) | -5%
CC(CC(=O)Nc1cccc(C(N)=O)c1)(C(=O)O)c1ccccc1 (stereo not given) | -8%
Cc1ccc(CCNC(=O)c2cc3n(n2)CC(c2ccc4c(c2)OCO4)OC3)cc1 (stereo not given) | 25µM*
CCCCN1CC(=O)N2Cc3[nH]c4ccccc4c3C[C@H]2C1=O | -1%
CCOC1CSc2sc(=S)sc2S1 (stereo not given) | ?
COc1cccc(CNC(=O)c2ccc(S(=O)(=O)N3CCc4ccccc4C3)cc2)c1 | -1%
CC(C)[C@H](NC(=O)OCc1ccccc1)C(=O)OCC(=O)NC1(C#N)CCCC1 | 0%
C=CCNC(=O)C[C@@H]1CCN(C(=O)Nc2cccc(C(=O)OCC)c2)C[C@@H]1CC | 6%[86.2 µM]
COc1ccc(-n2ncc(C(=O)N3CCOCC3)c2C2CCN(C(=O)OC(C)(C)C)CC2)cc1 | -16%
CCN(CC)C(=O)CSc1n[nH]c(=S)n1N | -4%
O=Cc1ccc(N2CCN([S+](=O)([O-])C3CC3)CC2=O)cc1 | ?
CCCCOc1cccc(NC(=O)CSc2nnc(C)s2)c1 | -15%
O=C(NCCc1c[nH]c2ccccc12)NC1CCCCC1 | -18%
COc1ccccc1CNC(=O)C[C@@H]1CCNC[C@@H]1Cc1cc(C(C)(C)C)on1 | 30%[activator][86.2 µM]
Oc1ccc(-c2nc3ccccn3c2Nc2ccc3c(c2)OCCO3)cc1 | ?
Cc1ccc(C)c(C2C(=O)c3ccccc3C2=O)c1 | 26%
CC(O)CNC(=O)c1ccc(-c2nn(C)c(=O)c3ccccc23)cc1 (stereo not given) | 5%
CC(Sc1nnc(-c2nn(Cc3ccccc3)c(=O)c3ccccc23)o1)C(=O)N1CCCC1 (stereo not given) | 17%

Arranged by value in KDM5B inhibitor (largest number first): some entries from above
Molecule | KDM5B inhibitor
Cc1ccc(C)c(C2C(=O)c3ccccc3C2=O)c1 | 26%
CC(Sc1nnc(-c2nn(Cc3ccccc3)c(=O)c3ccccc23)o1)C(=O)N1CCCC1 (stereo not given) | 17%
CCN(CC)CCNC(=O)C(C)c1nn(CC)c(=O)c2ccccc12 (stereo not given) | -5%

Given with each value named: four of the compounds above.
> COc1ccc(-n2ncc(C(=O)N3CCOCC3)c2C2CCN(C(=O)OC(C)(C)C)CC2)cc1
  KDM5B inhibitor = -16%
> COCCN1C(=O)CC[C@]2(C(=O)N3CCN(CC(C)C)CC3)CCCC[C@@H]12
  KDM5B inhibitor = -21%
> CCNC(=O)NC(=O)COC(=O)c1cc(-c2ccco2)nc2ccccc12
  KDM5B inhibitor = ?
> CC(C)CCN1C(=O)CC[C@]2(C(=O)N3CCN(C(C)C)CC3)CCCC[C@@H]12
  KDM5B inhibitor = -4%
